KCNH2 3.1 inh – blocks the human KCNH2 3.1 channel isoform; U2OS KCNH2 3.1, thallium flux FluxOr; active compounds read low; activity change, % (tested at about 1.8 µM); 340,000 compounds, 0.95% hits; AID 720553;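 active = maximum activity change below -70%; inconclusive = maximum activity change from -70% to -50%; inactive = maximum activity change above -50%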;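 also: thallium influx rate constant from kinetic fluorescence after stimulation buffer; % is scaled to controls: 0 for no effect and ±100 for the full control effect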
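FluxOr-based Tl+ influx in U2OS cells transduced with KCNH2 3.1 virus; rate constants normalized to DMSO controls.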
Rab9 promoter act – Rab9 promoter activation; 320,000 compounds, 2.8% hits; Potency, µM (series often up to 9.22 µM), for the others: top-dose activation, negative = inhibition, hits mostly activators; Huh7 Rab9 promoter-luciferase reporter, luminescence, 24 h; also: potency is read from the fitted curve at half-maximal effect; % of control where 0% means no effect; nearly all actives have a fitted effect of over 60% in size
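Measured in stably transfected Huh7 cells bearing a Rab9 promoter–luciferase construct: 24 h compound treatment at 37 °C, followed by luminescence detection.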
Giardia killer – kills Giardia lamblia | Giardia lamblia trophozoite viability | activity change, % at 7.66 µM, hits read low | 340,000 compounds, 0.15% hits | AID 540267; in the data active = activity change below about -80%; inconclusive = between about -30% and that limit;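 also: parasites exposed to compound for two days anaerobically before the ATP read; % is scaled to controls: 0 for no effect and ±100 for the full control effect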
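Anaerobic 48 hrs incubation at 37 deg C of 100 trophozoites/well with test compounds; ATPLite 1-Step luminescence, 15-30 min RT, reports cellular ATP as viability.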
NPC1 promoter act – NPC1 promoter activation; Huh7 NPC1 promoter luciferase reporter, 24 h; 320,000 compounds, 2.4% hits; Potency, µM (doses to about 9.22 µM), for the others: top-dose activation, usual class: activators; AID 485313;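 also: potency is read from the fitted curve at half-maximal effect; % of control where 0% means no effect; nearly all actives have a fitted effect of over 60% in size; reporter is driven by a mutant NPC1 promoter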
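Luciferase expression driven by the NPC1 promoter was measured in stably transfected Huh7 cells after a 24 h compound incubation, using a luciferase reagent and a luminescence read.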
uPA generation – inhibitors of cell surface uPA generation; cell surface uPA generation assay, qHTS; Potency, µM (highest dose often 38.3 µM), without a hit: top-dose activity change, negative = inhibition, usual class: inhibitors; 330,000 compounds, 0.31% hits; AID 540303; active = well fitted inhibition curve with a large enough effect; inconclusive = small, poorly fitted or top-dose-only effect; inactive = no such curve, though single readings can be large or run the other way; tested in mouse RAW 264.7 cells; also: potency is read from the fitted curve at half-maximal effect; % is scaled to controls: 0 for no effect and ±100 for the full control effect; nearly all actives have a fitted effect of over 55% in size
FLuc modulator – counter-screen for miR-21 project: firefly luciferase inhibitors or activators. 360,000 compounds, 6.9% hits. purified FLuc, Km substrates, luminescence inhibition. P08659. AID 588342. Potency, µM (titrated, usually from 57.5 µM), inactives show top-dose activity change, negative = inhibition, hits mostly inhibitors;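 also: potency is read from the fitted curve at half-maximal effect; plate controls were vehicle for no effect and reference inhibitor for full effect; nearly all actives have a fitted effect of over 55% in size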
Target sequence (P08659 whole entry, looked up): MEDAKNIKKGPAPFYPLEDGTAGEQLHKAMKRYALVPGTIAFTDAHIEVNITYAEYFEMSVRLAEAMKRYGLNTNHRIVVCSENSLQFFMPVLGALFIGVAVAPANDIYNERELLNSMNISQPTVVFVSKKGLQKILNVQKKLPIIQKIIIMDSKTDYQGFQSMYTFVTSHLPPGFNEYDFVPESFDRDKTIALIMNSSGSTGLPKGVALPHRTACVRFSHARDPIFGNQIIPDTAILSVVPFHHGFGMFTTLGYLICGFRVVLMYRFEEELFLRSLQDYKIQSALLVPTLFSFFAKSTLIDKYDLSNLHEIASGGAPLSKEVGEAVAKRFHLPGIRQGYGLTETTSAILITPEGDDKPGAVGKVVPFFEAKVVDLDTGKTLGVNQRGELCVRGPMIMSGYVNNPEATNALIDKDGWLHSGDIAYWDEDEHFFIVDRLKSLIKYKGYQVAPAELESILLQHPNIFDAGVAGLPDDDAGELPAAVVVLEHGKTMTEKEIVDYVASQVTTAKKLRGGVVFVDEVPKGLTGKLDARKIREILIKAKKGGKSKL
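Biochemical qHTS of compounds, final roughly 60 µM downward over six points, against 10 nM purified firefly luciferase using Km concentrations of substrates (10 uM D-luciferin, 10 uM ATP) in Tris acetate pH 7.5 buffer; luminescence output.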
Tb PFK inh – inhibitors of T. brucei phosphofructokinase. 330,000 compounds, 0.17% hits. O15648. T. brucei PFK, ADP-Glo luminescence. AID 485367. Potency, µM (titrated, usually from 57.5 µM), for the others: top-dose activity, negative = inhibition, most hits filed as inhibitors;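 also: potency is read from the fitted curve at half-maximal effect; 0% = uninhibited 1x PFK enzyme wells and -100% = no-enzyme wells; nearly all actives have a fitted effect of over 60% in size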
Target sequence (O15648 whole entry, looked up): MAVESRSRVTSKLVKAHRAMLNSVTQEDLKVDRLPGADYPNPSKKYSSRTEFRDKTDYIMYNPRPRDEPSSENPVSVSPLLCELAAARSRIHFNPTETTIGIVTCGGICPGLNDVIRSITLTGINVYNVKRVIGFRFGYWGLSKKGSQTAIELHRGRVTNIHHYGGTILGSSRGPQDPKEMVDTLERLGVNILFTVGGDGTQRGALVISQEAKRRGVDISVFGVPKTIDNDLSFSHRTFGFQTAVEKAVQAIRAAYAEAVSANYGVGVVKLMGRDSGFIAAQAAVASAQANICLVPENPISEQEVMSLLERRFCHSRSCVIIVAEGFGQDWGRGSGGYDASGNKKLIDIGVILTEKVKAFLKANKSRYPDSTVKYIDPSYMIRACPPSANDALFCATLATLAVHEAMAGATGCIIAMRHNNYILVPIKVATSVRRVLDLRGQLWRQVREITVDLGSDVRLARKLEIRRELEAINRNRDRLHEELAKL
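In TEA buffer at pH 8.0 with 5 mM MgCl2, enzyme (1.25 nM) converted F6P (0.5 mM) and ATP (0.1 mM) for 45 min at room temperature. ADP product was read by luciferase luminescence.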
VP16 counter – Gal4-VP16 reporter inhibition counter-screen; Drosophila S2 Gal4-VP16 UAS-luciferase, luminescence, 20 h; Potency, µM (series often up to 53.6 µM), for inactives: at the highest dose activity, negative = inhibition, usual class: inhibitors; 310,000 compounds, 3.5% hits;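 also: Gal4-VP16 expression switched on by copper sulfate through the metallothionein promoter; potency is read from the fitted curve at half-maximal effect; % is scaled to controls: 0 for no effect and ±100 for the full control effect; nearly all actives have a fitted effect of over 50% in size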
RORg inh – blocks mouse ROR gamma transcriptional activity. P51450. Drosophila S2 Gal4-RORgamma UAS-luciferase reporter, 20 h. AID 2551. 310,000 compounds, 5.4% hits. Potency, µM (doses to about 53.6 µM), without a hit: top-dose activity change, negative = inhibition, actives largely listed as inhibitors; also: potency is read from the fitted curve at half-maximal effect; % is scaled to controls: 0 for no effect and ±100 for the full control effect; nearly all actives have a fitted effect of over 60% in size
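Compounds are pin-transferred onto Drosophila Schneider cells expressing a copper-inducible Gal4–ROR gamma transactivation domain fusion. After 1 hr, copper sulfate is added to 700 uM final; luciferase is read 20 hr later.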
FBPA coupling cs – inhibits coupling enzyme system, counter-screen for aldolase hits | coupling enzyme system counterscreen, AmpLite Red fluorescence | activity change, negative = inhibition, % at 58.2 µM, hits read low | 290,000 compounds, 0.67% hits | AID 2472; in the data active = activity change below about -30%; also: % is scaled to controls: 0 for no effect and ±100 for the full control effect
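Counterscreen lacking aldolase: glyceraldehyde-3-phosphate coupling-enzyme reagent preincubated 10 min at RT with compound (at 57.5 uM final), then substrate/coupling system with AmpLite Red added; fluorescence read at 525/598 nm after 20 min RT.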
ELG1 genotox – genotoxicity induction in ELG1-luciferase HEK293T cells; 330,000 compounds, 1.3% hits; HEK293T ELG1-luciferase reporter, luminescence, 16 h; Potency, µM (series often up to 46 µM), for inactives: at the highest dose activity change, positive = activation, most hits filed as activators; AID 504466; also: potency is read from the fitted curve at half-maximal effect; % of control where 0% means no effect; nearly all actives have a fitted effect of over 60% in size
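ELG1-luciferase HEK293T cells, 2,000/well; compound pinned in; 16 hr, 37 °C, 5% CO2; ONE-Glo, 30 min RT; luminescence on CCD imager.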
Active calls of the source: *; [ ] = dose if it differs, or a comment. Unless noted, calls follow the shape of the dose curve; as a rule, active = well fitted curve in the direction sought with a large enough effect; inconclusive = small, poorly fitted or top-dose-only effect, or another doubt; inactive = no such curve, though single readings can be large; an effect the other way counts as inactive or inconclusive.

Screening Cc1nnc(SCC(=O)Nc2cc(S(=O)(=O)N3CCOCC3)ccc2C)s1 returned KCNH2 3.1 inh 6, Rab9 promoter act 1%, Giardia killer -14, NPC1 promoter act 0%, uPA generation 4%, FLuc modulator -3%, Tb PFK inh 0% and ELG1 genotox -2%.
`COc1ccc(C(=O)OCC[N+]2(C)CCOCC2)cc1` gave KCNH2 3.1 inh 3, Rab9 promoter act 0%, Giardia killer -5, NPC1 promoter act -4%, uPA generation 1%, FLuc modulator 2%, Tb PFK inh 1%, VP16 counter -2%, RORg inh -15%, FBPA coupling cs -4 and ELG1 genotox 14%.
Screening CCn1c(-c2ccccc2)c[nH]c1=S returned KCNH2 3.1 inh 9, Rab9 promoter act 2%, Giardia killer -12, NPC1 promoter act 0%, uPA generation -2%, FLuc modulator 1%, Tb PFK inh -15%, VP16 counter 8.9µM*, RORg inh 1.1µM*, FBPA coupling cs -3 and ELG1 genotox 0%.
Screening Cc1ccnc(NS(=O)(=O)c2ccc(NC(=O)Cc3ccc(F)cc3)cc2)n1 returned KCNH2 3.1 inh 4, Rab9 promoter act -3%, Giardia killer -4, NPC1 promoter act -1%, uPA generation 13%, FLuc modulator -1%, Tb PFK inh -26%, VP16 counter -2%, RORg inh 3%, FBPA coupling cs 8 and ELG1 genotox -1%.
Screening Cc1ccc(N(C(=O)c2ccc(S(=O)(=O)N3CCOCC3)cc2)C2C=CS(=O)(=O)C2)cc1C (stereo not given) returned KCNH2 3.1 inh 1, Rab9 promoter act 3%, Giardia killer -6, NPC1 promoter act -2%, uPA generation 4%, FLuc modulator -1%, Tb PFK inh -2%, VP16 counter 13%, RORg inh -8%, FBPA coupling cs 1 and ELG1 genotox 1%.
For CCCOc1ccc(C(=O)NC(=S)N2CCN(c3cc4c(cc3F)c(=O)c(C(=O)O)cn4CC)CC2)cc1 the results were KCNH2 3.1 inh 23, Rab9 promoter act -4%, Giardia killer -4, NPC1 promoter act -9%, uPA generation -1%, FLuc modulator -18%, Tb PFK inh -3%, VP16 counter -16%, RORg inh 1.8µM*, FBPA coupling cs 1 and ELG1 genotox 0%.
`COc1ccc(C)cc1S(=O)(=O)N(C)CC(=O)N1CCC(C(N)=O)CC1` gave KCNH2 3.1 inh -12, Rab9 promoter act -16%, Giardia killer 15, NPC1 promoter act -2%, uPA generation 8%, FLuc modulator -12%, Tb PFK inh -1%, VP16 counter 1%, RORg inh 3%, FBPA coupling cs 1 and ELG1 genotox 1%.
COc1ccccc1-c1c(-c2ccc(OCC(=O)NN)cc2O)n[nH]c1C(F)(F)F was read as KCNH2 3.1 inh 9, Rab9 promoter act -8%, Giardia killer 15, NPC1 promoter act 0%, uPA generation 5%, FLuc modulator -2%, Tb PFK inh -1%, VP16 counter 11µM*, RORg inh -25%, FBPA coupling cs 0 and ELG1 genotox -5%.
For CC(=O)Nc1ccc(S(=O)(=O)N2CCc3cc4c(cc3C2)OCCCO4)cc1 the results were KCNH2 3.1 inh -3, Rab9 promoter act -19%, Giardia killer -4, NPC1 promoter act -4%, uPA generation 1%, FLuc modulator -2%, Tb PFK inh -3%, VP16 counter 3%, RORg inh 0%, FBPA coupling cs 1 and ELG1 genotox 0%.
For Cc1ccc(-n2c(C)nnc2SCC(=O)N(C)c2c(N)n(Cc3ccccc3)c(=O)[nH]c2=O)cc1 the results were KCNH2 3.1 inh -5, Rab9 promoter act 11%, Giardia killer -6, NPC1 promoter act -1%, uPA generation -14%, FLuc modulator 2%, Tb PFK inh -1% and ELG1 genotox -3%.
For CC1CCCN(C(=O)C2CCCN(S(=O)(=O)c3cccc4nsnc34)C2)C1 (stereo not given) the results were KCNH2 3.1 inh -7, Rab9 promoter act -6%, Giardia killer -1, NPC1 promoter act 6%, uPA generation -4%, FLuc modulator -1%, Tb PFK inh -1%, VP16 counter 5%, RORg inh -4%, FBPA coupling cs 4 and ELG1 genotox -6%.
Screening O=C(OCC(=O)N1CCc2ccccc2C1)c1cccs1 returned KCNH2 3.1 inh -16, Rab9 promoter act -4%, Giardia killer -1, NPC1 promoter act -2%, uPA generation 3%, FLuc modulator 11µM*, Tb PFK inh -2%, VP16 counter 0%, RORg inh 1%, FBPA coupling cs -1 and ELG1 genotox -1%.

Looked up one by one from the entries so far (two):
For CCCOc1ccc(C(=O)NC(=S)N2CCN(c3cc4c(cc3F)c(=O)c(C(=O)O)cn4CC)CC2)cc1 the results were KCNH2 3.1 inh 23, Rab9 promoter act -4%, Giardia killer -4, NPC1 promoter act -9%, uPA generation -1%, FLuc modulator -18%, Tb PFK inh -3%, VP16 counter -16%, RORg inh 1.8µM*, FBPA coupling cs 1 and ELG1 genotox 0%.
`COc1ccc(C)cc1S(=O)(=O)N(C)CC(=O)N1CCC(C(N)=O)CC1` gave KCNH2 3.1 inh -12, Rab9 promoter act -16%, Giardia killer 15, NPC1 promoter act -2%, uPA generation 8%, FLuc modulator -12%, Tb PFK inh -1%, VP16 counter 1%, RORg inh 3%, FBPA coupling cs 1 and ELG1 genotox 1%.

Next part.
For O=C(O)/C=C\C(=O)Nc1cccc(C(=O)Nc2cccc(O)c2)c1 the results were KCNH2 3.1 inh -1, Rab9 promoter act -8%, Giardia killer 14, NPC1 promoter act -3%, uPA generation -1%, FLuc modulator inconclusive, Tb PFK inh 1%, VP16 counter 0%, RORg inh 10%, FBPA coupling cs 8 and ELG1 genotox 1%.
`O=C(N/N=C/c1ccc(Cl)c([N+](=O)[O-])c1)c1cnccn1` gave KCNH2 3.1 inh -2, Rab9 promoter act -1%, Giardia killer 1, NPC1 promoter act 0%, uPA generation 2%, FLuc modulator inconclusive, Tb PFK inh inconclusive, VP16 counter -8%, RORg inh 38%, FBPA coupling cs 0 and ELG1 genotox 0%.
O=C(C1CCN(CC2CCCCC2)CC1)N1CCCC1 was read as KCNH2 3.1 inh -16, Rab9 promoter act -4%, Giardia killer -1, NPC1 promoter act -5%, uPA generation 1%, FLuc modulator 7%, Tb PFK inh 3%, VP16 counter -12%, RORg inh 57%, FBPA coupling cs -2 and ELG1 genotox 0%.
For COc1ccc(CCC(=O)N2CCN(S(=O)(=O)c3ccc4ccccc4c3)CC2)cc1 the results were KCNH2 3.1 inh -5, Rab9 promoter act -6%, Giardia killer 8, NPC1 promoter act 0%, uPA generation -4%, FLuc modulator 10%, Tb PFK inh 0%, VP16 counter -1%, RORg inh inconclusive, FBPA coupling cs 0 and ELG1 genotox -5%.
Screening Cc1ccc(-c2nnc(CSc3nc(C)nc4sc(C)c(C)c34)o2)cc1 returned KCNH2 3.1 inh 8, Rab9 promoter act -4%, Giardia killer -1, NPC1 promoter act 0%, uPA generation 7%, FLuc modulator -6%, Tb PFK inh -2%, VP16 counter -16%, RORg inh -20%, FBPA coupling cs -3 and ELG1 genotox -1%.
For N#CCCN(Cc1cccnc1)C(=O)Nc1ccccc1 the results were KCNH2 3.1 inh 0, Rab9 promoter act 2%, Giardia killer 36[activator], NPC1 promoter act -2%, uPA generation -5%, FLuc modulator 3%[2.3 µM], Tb PFK inh -2%, VP16 counter 0%, RORg inh -13%, FBPA coupling cs -1 and ELG1 genotox 1%.
For CCn1c(=S)sc2c(=O)n(CC(=O)Nc3ccccc3C(F)(F)F)c(C)nc21 the results were KCNH2 3.1 inh 20, Rab9 promoter act 2%, Giardia killer -2, NPC1 promoter act -3%, uPA generation -5%, FLuc modulator 2%, Tb PFK inh -4%, VP16 counter 4%, RORg inh -17%, FBPA coupling cs -3 and ELG1 genotox -1%[9.26 µM].
Screening C=CCn1c(SCCOc2ccc(OC)cc2)nnc1C(CO)NC(=O)c1ccc(OC)cc1 (stereo not given) returned KCNH2 3.1 inh -2, Rab9 promoter act 2%, Giardia killer 25, NPC1 promoter act 6%, FLuc modulator 2%, Tb PFK inh 4%, VP16 counter 10%, RORg inh 17%, FBPA coupling cs 0 and ELG1 genotox -3%.
Cc1cc(N=Cc2c(O)n(-c3ccc4c(c3)OCO4)c(=O)c3ccccc23)ccn1 was read as KCNH2 3.1 inh 7, Rab9 promoter act 3%, Giardia killer 9, NPC1 promoter act 0%, uPA generation 1%, FLuc modulator -2%, Tb PFK inh 0%, VP16 counter inconclusive, RORg inh inconclusive, FBPA coupling cs -2 and ELG1 genotox inconclusive.
For O=C(CN1CCN(S(=O)(=O)c2ccc(F)cc2)CC1)NCc1cccs1 the results were KCNH2 3.1 inh 6, Rab9 promoter act -3%, Giardia killer -28, NPC1 promoter act -2%, uPA generation 2%, FLuc modulator -1%, Tb PFK inh 0% and ELG1 genotox 3%.

From PubChem BioAssay
